KCNQ1 block: inhibitors of human KCNQ1 channel, primary screen, cell-based, thallium flux, high-throughput; B-score at 10 µM; 310,000 compounds, 1.3% hits; CHO-K1 KCNQ1, FluxOR thallium flux fluorescence; active compounds read high; Potassium voltage-gated channel subfamily KQT member 1 (Homo sapiens), P51787;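 active = compounds whose thallium flux B-score, printed positive for inhibition, exceeds three library SD while starting fluorescence stays within three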;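 also: channel opened by potassium depolarization with thallium stimulus after 20 min compound exposure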
Target sequence (P51787 whole entry, looked up): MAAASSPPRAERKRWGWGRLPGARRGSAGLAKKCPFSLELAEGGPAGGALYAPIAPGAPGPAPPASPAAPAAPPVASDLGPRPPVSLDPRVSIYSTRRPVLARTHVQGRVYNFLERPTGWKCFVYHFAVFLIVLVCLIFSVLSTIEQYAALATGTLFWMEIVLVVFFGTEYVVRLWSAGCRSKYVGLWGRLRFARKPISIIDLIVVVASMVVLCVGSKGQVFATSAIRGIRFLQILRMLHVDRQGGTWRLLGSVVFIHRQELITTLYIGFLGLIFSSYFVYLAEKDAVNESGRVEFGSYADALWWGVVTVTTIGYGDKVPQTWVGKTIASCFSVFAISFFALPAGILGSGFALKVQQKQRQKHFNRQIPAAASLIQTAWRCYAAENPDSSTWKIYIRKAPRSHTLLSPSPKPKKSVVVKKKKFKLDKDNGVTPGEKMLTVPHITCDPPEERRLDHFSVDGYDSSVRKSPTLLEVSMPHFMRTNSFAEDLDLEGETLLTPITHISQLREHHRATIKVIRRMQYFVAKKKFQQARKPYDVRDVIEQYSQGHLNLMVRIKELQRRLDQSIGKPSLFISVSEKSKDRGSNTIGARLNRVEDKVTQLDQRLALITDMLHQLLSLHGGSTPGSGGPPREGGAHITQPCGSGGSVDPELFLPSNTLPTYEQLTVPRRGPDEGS
TMEM16A act: TMEM16A chloride channel activators or potentiators, primary screen, cell-based, HTS | Anoctamin-1 (Mus musculus), Q8BHY3 | HEK293 TMEM16A/YFP-H148Q/I152L, iodide quench fluorescence; active compounds read low | B-score at 10 µM | 340,000 compounds, 0.3% hits;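 active = fluorescence-ratio B-score plate-corrected deviation score at least 3 library SD below zero, with starting fluorescence score within 5 deviations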;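 also: channel opened by trigger with iodide after compound preincubation; score built on the fluorescence ratio of max minus min over baseline; more negative score means more quench and so TMEM16A activation or potentiation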
KCNQ1 pot: potentiators or activators of KCNQ1 channel, primary screen, cell-based, thallium flux, high-throughput; 310,000 compounds, 0.35% hits; AID 2648, 2010; CHO-K1 KCNQ1, thallium flux FluxOR fluorescence; active compounds read high; B-score at 10 µM;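 active = fluorescence ratio B-score, a plate-corrected score, at least three library SD, with initial intensity B-score within 5 SD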
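Doses: Single concentration per compound, DMSO matched to controls | Test system: KCNQ1-transfected CHO-K1 cells | Timing: 90 min dye loading and 20 min compound exposure, both at room temperature | Measured by: Kinetic FluxOR thallium fluorescence, 10-s 1-Hz baseline, 110-s post-stimulus read | Medium: Assay buffer with matched DMSO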
KCNK3 block: human KCNK3 channel inhibitors, primary screen, CHO cells, FluxOR thallium flux, B-score | Potassium channel subfamily K member 3 (Homo sapiens), O14649 | FluxOR fluorescence; active compounds read low | B-score at 10 µM | 340,000 compounds, 0.84% hits | AID 602410, 2012;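 active = B-score under library mean minus 4 SD, starting fluorescence ratio at most library mean plus 5 SD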;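 also: more negative B-score means stronger inhibition of thallium flux through KCNK3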
Target sequence (O14649 whole entry, looked up): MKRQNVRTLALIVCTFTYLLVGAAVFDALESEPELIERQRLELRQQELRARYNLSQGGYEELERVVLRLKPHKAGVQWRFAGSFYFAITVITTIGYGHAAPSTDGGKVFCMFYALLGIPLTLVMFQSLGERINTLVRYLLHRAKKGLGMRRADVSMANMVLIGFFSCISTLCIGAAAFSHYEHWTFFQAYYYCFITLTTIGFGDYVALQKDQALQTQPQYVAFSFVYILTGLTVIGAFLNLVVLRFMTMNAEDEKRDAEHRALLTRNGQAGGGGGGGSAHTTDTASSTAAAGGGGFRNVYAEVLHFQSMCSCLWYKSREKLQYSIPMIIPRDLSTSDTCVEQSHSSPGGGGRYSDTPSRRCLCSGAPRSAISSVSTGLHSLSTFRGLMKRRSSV
RGS4 inh: RGS4 inhibitors, primary screen, cell-based, HEK293 M3R inducible RGS4, calcium flux. B-score at 10 µM. AID 463165, 2010. 310,000 compounds, 0.45% hits. Regulator of G-protein signaling 4 (Homo sapiens), P49798. Fluo-4 calcium flux; active compounds read high; triggered by carbachol at its EC20;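 active = B-score, a plate-corrected calcium signal, over three deviations above library mean, with baseline fluorescence within five deviations of library mean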;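 also: RGS4 expression induced by doxycycline in cells with stable M3 receptor; B-score is computed from the integrated fluorescence ratio over baseline after carbachol; higher B-score means a larger calcium signal and so more RGS4 inhibition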
HDAC3 inhib: HDAC3 deacetylase inhibitors, primary screen, biochemical, fluorescence, cell-free homogeneous; inhibition, % at 8.3 µM; Histone deacetylase 3 (Homo sapiens), O15379; 320,000 compounds, 0.15% hits; recombinant HDAC3, fluorogenic peptide/trypsin coupled; in the data active = inhibition above about 26%, passing the limit was not always enough
TMEM16A inh: TMEM16A chloride channel inhibitors, primary screen, cell-based, HTS; AID 588511, 2011; 310,000 compounds, 1.2% hits; Anoctamin-1 (Mus musculus), Q8BHY3; normalized B-score (activity score, 25-100; higher = stronger inhibition) at 10 µM; HEK293 TMEM16A/YFP iodide influx fluorescence, ionomycin;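 active = ratio plate-corrected score three or more library SD toward inhibition, starting fluorescence score within five deviations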;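 also: score derived from kinetic fluorescence span divided by baseline fluorescence per well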
hERG protect: hERG rescue from dofetilide block, primary screen, cell-based, CHO-hERG, FluxOR thallium flux, dofetilide IC70; Voltage-gated inwardly rectifying potassium channel KCNH2 (Homo sapiens), Q12809; dofetilide IC70 present; activation (rescue from dofetilide block), less the hit threshold, % at 10 µM; 310,000 compounds, 0.51% hits; AID 1511, 2009;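 active = activation above the mean of controls blocked by dofetilide plus 5 SD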;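 also: thallium influx through hERG after potassium depolarization seen as dye fluorescence rise; in these data hits start at about 4.7%; inactives centre near -7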
KCNK9 inh: KCNK9 potassium channel inhibitors, primary screen, HEK293 cells, thallium flux; Potassium channel subfamily K member 9 (Homo sapiens), Q9NPC2; FluxOR thallium flux fluorescence; active compounds read low; B-score at 10 µM; 310,000 compounds, 1.2% hits;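 active = ratio B-score over 3 SD below the library mean, with starting fluorescence within 5 SD of its mean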;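 also: negative B-score means less thallium flux so channel inhibition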
RGS4 pot: RGS4 potentiators or activators, primary screen, cell-based, HEK293 M3R inducible RGS4, calcium flux; carbachol calcium flux Fluo4; active compounds read low; B-score at 10 µM; 310,000 compounds, 0.92% hits;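 active = B-score of the integrated calcium signal more than 4 SD below the library mean, with starting fluorescence not abnormally high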;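 also: negative B-score means reduced calcium response which marks RGS4 activation or potentiation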
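Reagent: ECmax carbachol challenge; Test system: M3R-expressing HEK293 line, RGS4 induced by doxycycline; Schedule: overnight RGS4 induction, 30 min dye load 37 °C, 20 min compound RT; Detection: calcium dye Fluo4 fluorescence; Read-out: Agonist-evoked peak-minus-minimum fluorescence over baseline, integrated ratio, B score.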
SKKanGAS inh: S. pyogenes SKKanGAS growth inhibitors in kanamycin, primary screen, streptokinase expression inhibitor project, SKKanGAS strain, BacTiter-Glo luminescence; 6 h; inhibition, % at 7.5 µM; 300,000 compounds, 1.3% hits;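 active = mean replicate score, as percent of positive control median, at least 50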;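 also: strain carries kanamycin resistance gene driven by streptokinase promoter and grows in 40 µg/ml kanamycin; loss of luminescence reflects streptokinase promoter inhibition or plain growth inhibition; 0% = median of DMSO wells and 100% = positive control at its reference dose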
Starred values were filed as active, the others as inactive; i = inactive; / = no result given.

Compound	KCNQ1 block	TMEM16A act	KCNQ1 pot	KCNK3 block	RGS4 inh	HDAC3 inhib	TMEM16A inh	hERG protect	KCNK9 inh	RGS4 pot	SKKanGAS inh
COc1ccc(C(=O)NC(=S)NNC(=O)c2ccc(O)cc2)cc1[N+](=O)[O-]	i	i	i	i	i	1	i	-9	i	i	6
COc1ccccc1C(=O)NNC(=O)c1cccc([N+](=O)[O-])c1	i	i	i	i	i	-6	i	-5	i	i	-5
Cc1[nH]n(C(N)=S)c(=O)c1N=Nc1cc(-c2ccc(Br)cc2)[nH]n1	i	i	i	i	i	8	i	2	i	i	35
Cc1ccc(CSC(Nc2ccc(F)cc2)=C(C#N)C#N)cc1	i	i	i	i	i	6	i	-10	i	i	9
CC(C)C1CC(C(=O)Nc2ccccc2)C(=O)O1 (stereo not given)	i	i	i	i	i	-5	i	-9	i	i	-4
CCN1CCN(C(=O)c2ccc(COc3cccc(Cl)c3)o2)CC1	i	i	i	i	i	-3	i	-8	i	i	2
O=C(CSc1nc(O)c(-c2ccccc2)c(=O)[nH]1)N1CCOCC1	i	i	i	i	i	-4	i	-13	i	i	-2
CCc1c(C(=O)O)[nH]c2ccc(Br)cc12	i	i	i	i	i	5	i	-3	i	i	-6
FC(F)Oc1ccc(NC(=S)NCC2COc3ccccc3O2)cc1 (stereo not given)	i	i	i	i	i	9	i	-11	i	i	5
CCOC(=O)c1cc(-c2ccccc2)n(CC2CC(c3ccc(OC)cc3)=NO2)n1 (stereo not given)	i	i	i	i	i	2	i	-7	i	i	-4
CCOc1ccc(S(=O)(=O)NCCC2=CCCCC2)c2ccccc12	i	i	i	i	i	/	i	-10	i	i	26
Nc1ccc(C(=O)NCCCCCCNC(=O)c2ccc(N)cc2)cc1	i	i	i	i	i	-1	i	-2	i	i	-6
CCN(CC1CCCO1)C(=O)CCc1nnc(CCc2ccccc2OC)o1 (stereo not given)	i	i	i	i	i	-5	i	-5	i	i	-1
CCCCCc1c(O)nc(SCCN(CC)CC)[nH]c1=O	i	i	i	i	i	-1	i	-6	i	i	-2
CCC(=O)N1CCc2cc(Br)cc(S(=O)(=O)NCc3ccccc3OC)c21	i	i	i	i	i	0	i	-5	i	i	-1
Cn1cc(S(=O)(=O)N2CCN(c3cccc(C(F)(F)F)c3)CC2)c(=O)n(C)c1=O	i	i	i	i	i	-2	i	-2	i	i	-10
CCCn1c(N)c(NCCN2CCOCC2)c(=O)n(CC(=O)NCc2ccccc2)c1=O	i	i	i	i	i	3	i	-8	i	i	12
CSCCC(NC(=O)c1ccccc1)C(=O)NCc1ccco1 (stereo not given)	i	i	i	i	i	4	i	-1	i	i	10
O=C(CSc1nn(-c2ccc(F)cc2)c(=S)s1)NC1CCS(=O)(=O)C1 (stereo not given)	i	i	i	i	i	4	i	-5	i	i	-7
Cc1ccc(NC(=O)CN2C(=O)S/C(=C/c3ccncc3)C2=O)cc1	i	i	i	i	i	-6	i	-6	i	i	4
CN(C(=O)CS(=O)(=O)c1cn(CC(=O)N2CCCCC2)c2ccccc12)c1ccccc1	i	i	i	i	i	-11	i	-9	i	i	-1
CCOC(=O)C1=C(C)N(C)C(=O)NC1c1c(O)ccc2ccccc12 (stereo not given)	i	i	i	i	i	-1	i	-8	i	i	-1
CCN1CCN(CCC(=O)Nc2ccc(Br)cc2)CC1	i	i	i	i	i	/	i	-4	i	i	-13
Cc1ccc(N2CC(C(=O)N/N=C/c3c(F)cccc3Cl)CC2=O)cc1 (stereo not given)	i	i	i	i	i	6	i	-7	i	i	2
CCn1c(CCc2ccccc2)nnc1SCC(N)=O	i	i	i	i	i	2	i	-7	i	i	-7
COc1ccc(CCC(=O)Nc2nc3ccccc3[nH]2)cc1OC	i	i	i	i	i	5	i	-6	i	i	-1
COc1ccc(Br)cc1S(=O)(=O)N1CC(C)OC(C)C1 (stereo not given)	i	i	i	i	i	-7	i	-10	i	i	2
CCCn1c(=O)[nH]c(=O)c2c1nc(-c1ccc(OC(F)(F)C(F)C(F)(F)F)cc1)n2CCOC (stereo not given)	i	i	i	i	i	2	i	-13	i	i	10
Cc1ccc2cc(CN(CC3CCCO3)S(=O)(=O)c3c(C)ccc4nsnc34)c(=O)[nH]c2c1 (stereo not given)	i	i	i	i	i	-1	i	-5	i	i	-4
COc1ccc(/C=C/c2nc3cc(-c4ccccc4)ccc3o2)cc1O	i	i	i	i	i	-8	i	-8	i	i	88*

Whole records from above. Values in the order: KCNQ1 block	TMEM16A act	KCNQ1 pot	KCNK3 block	RGS4 inh	HDAC3 inhib	TMEM16A inh	hERG protect	KCNK9 inh	RGS4 pot	SKKanGAS inh
Cc1ccc(CSC(Nc2ccc(F)cc2)=C(C#N)C#N)cc1 is entered as i	i	i	i	i	6	i	-10	i	i	9
CCCn1c(=O)[nH]c(=O)c2c1nc(-c1ccc(OC(F)(F)C(F)C(F)(F)F)cc1)n2CCOC (stereo not given) is entered as i	i	i	i	i	2	i	-13	i	i	10

New compounds follow
Compound	KCNQ1 block	TMEM16A act	KCNQ1 pot	KCNK3 block	RGS4 inh	HDAC3 inhib	TMEM16A inh	hERG protect	KCNK9 inh	RGS4 pot	SKKanGAS inh
O=C(NCc1cccnc1)C1CCC(CNS(=O)(=O)c2ccc(Cl)cc2)CC1 (stereo not given)	i	i	i	i	i	5	i	-9	i	i	1
Cc1csc(NC(=O)c2cc(-c3ccncc3)nc3ccccc23)n1	i	i	i	i	i	2	i	-9	i	i	-7
O=C(NCCOc1ccccc1Cl)c1cc(F)c(F)cc1Cl	i	i	i	i	i	-2	i	-9	i	i	-3
CCOC(=O)C1=C(c2ccccc2)NC(=S)NC1c1ccc(Cl)c([N+](=O)[O-])c1 (stereo not given)	i	/	i	/	i	-5	i	-3	i	i	5
Cc1ccc2nc(-c3ccc(NC(=O)CCN4C(=O)c5ccccc5C4=O)cc3)sc2c1	i	i	i	i	i	-7	i	-10	i	i	7
CC(=O)c1c(C)nc2ccccn12	i	i	i	i	i	6	i	-3	i	i	2
O=C(CNC(=O)c1ccc(Br)o1)NCc1ccc2c(c1)OCO2	i	i	i	i	i	-10	i	-5	i	i	3
COc1ccccc1NC(=O)Nc1ccnn1C1CCCCC1	i	i	i	i	i	4	i	-7	i	i	4
CCOC(=O)C1C(=O)C=C(c2ccc(C)cc2)CC1c1cccc([N+](=O)[O-])c1 (stereo not given)	i	i	i	i	i	-4	i	-6	i	i	12
COc1ccc(C2=NS(=O)(=O)N(C)C(C(=O)Nc3ccc(F)cc3F)=C2)cc1	i	i	i	i	i	5	i	-12	i	i	3
COc1ccc(OC)c(C(=O)c2coc3cc(Br)c(O)c(Br)c23)c1	i	i	i	i	i	3	i	-7	-7.6*	i	4
Cc1cccn2c(N)c(-c3ccccc3)nc12	i	i	i	i	i	-14	i	-4	i	i	-2
CN(c1ccccc1)S(=O)(=O)c1cccc(C(=O)Nc2nn[nH]n2)c1	i	i	i	i	i	-4	i	-9	i	i	-4
O=C(COc1cc(Cl)c(Cl)cc1Cl)NC(=O)Nc1ccc2c(c1)OCCO2	i	i	i	i	i	-1	i	-10	i	i	-5
O=c1c2ccccc2nc(-c2ccc(F)cc2)n1NCc1ccccc1O	i	i	i	i	i	3	i	-7	i	i	-8
CC1CCCCC1NC(=O)COC(=O)c1ccc2ccccc2n1 (stereo not given)	i	i	i	i	i	-2	i	-11	i	i	-4
O=C(C(=O)N1CC=C(c2ccccc2)CC1)c1c[nH]c2ccccc12	i	i	i	i	i	10	i	-5	i	i	-10
CCCCNc1cc(=O)n(C)c(=O)[nH]1	i	i	i	i	i	0	i	-6	i	i	3
O=C(CCSc1ccc(Br)cc1)c1ccc(O)cc1	i	i	i	i	i	5	i	1	i	i	24
CCN1CCN(c2nc(Nc3ccc(OC)cc3)nc(N)c2[N+](=O)[O-])CC1	i	i	i	i	i	5	i	-6	i	i	5
CCOC(=O)C(NC(=O)c1ccc(OC)cc1)(Nc1cc(C)on1)C(F)(F)F (stereo not given)	i	i	i	i	i	2	i	-8	i	i	-4
COc1ccccc1CN(C)C(=O)c1cc(C)nc2ccccc12	i	i	i	i	i	-8	i	-11	i	i	-8
CCCCSc1nnc(NC(=O)CCc2ccccc2)s1	i	i	i	i	i	-5	i	-8	i	i	5
CCC(=O)NNc1cccc(Cl)n1	i	i	i	i	i	1	i	-6	i	i	-1
O=S(=O)(Nc1ccc(-c2nc3cccnc3s2)cc1)c1cccs1	i	i	i	i	i	-2	i	-8	i	i	4
CCCc1nc2ccccc2c(=O)n1-c1ccc(C(=O)OCC)cc1	i	i	i	i	i	1	i	0	i	i	-1
COc1cccc(Nc2nnc(SCN3C(=O)c4ccccc4C3=O)s2)c1	i	i	i	i	i	3	i	-9	i	i	-2
O=C(O)[C@@H]1CCCN1C(=O)c1ccco1	i	i	i	i	i	1	i	-5	i	i	-15
COc1ccc(N(CC(=O)Nc2cccc([N+](=O)[O-])c2C)S(C)(=O)=O)cc1OC	i	i	i	i	i	0	i	-3	i	i	3

Screening results deposited in PubChem by several laboratories.

Compounds as they come. Share with any hit: about 6.3%.
